Screening data (PubChem BioAssay)
APP transl inh = APP translation inhibition; SH-SY5Y APP 5'UTR-luciferase reporter, luminescence; inhibition, % at 2 µM; hit rate 0.82% among 190,000;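 active = inhibition above a set limit, derived from the sample mean plus 3 SD, cut at about 45% in these data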; also: values of inactives mirror those of a sister screen read the other way
NF-kB neuron act = NF-kB expression increase, human neuronal cells. NF-kB reporter expression; hits give high values. fold change at 12.5 µM. hit rate 1.6% among 190,000; in the data active = fold change above about 3.3
STAT1 act = increases IFN-gamma driven STAT1 reporter signal | activation (% of control), % at 5.5 µM | hit rate 2.6% among 200,000 | AID 932 | NIH 3T3 STAT1-luciferase reporter, luminescence; 100% = IFN-gamma alone, no compound;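 active = activation above the screen-wide mean activation plus 3 SD, cut at about 130% in these data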;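 also: raw ratio to IFN-gamma control signal so 100% means no change and 0% no light; values of inactives mirror those of a sister screen read the other way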
Hsp70 act = transcriptional activators of Hsp70; HeLa Hsp70 promoter luciferase reporter, luminescence; scaled: vehicle 0, proteasome-inhibitor control 100%; activation, % at 10 µM; hit rate 0.04% among 200,000; AID 1203;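 active = activation above the mean across all tested compounds plus 3 SD, cutoff set per campaign, cut at about 5.5% in these data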;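 also: 100% = MG132 at 30 µM as the positive control and 0% = DMSO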
STAT3 blocker = STAT3 signaling inhibition | AID 862 | U3A cells, IL-6 STAT3-luciferase reporter, luminescence; host cell line lacks STAT1 | inhibition, % at 5.5 µM | hit rate 0.89% among 190,000;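 active = inhibition above the mean inhibition across all screened compounds plus 3 SD, cut at about 44% in these data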;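 also: 0% = DMSO only wells and 100% = 100 µM nifuroxazide control wells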
STAT3 act = STAT3 signaling activation. activation (% of control), % at 5.6 µM. U3A cells, IL-6 STAT3-luciferase reporter, luminescence; 100% = signal with IL-6 EC80 alone. hit rate 0.91% among 190,000;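 active = activation above the screen-wide mean of compound activation plus 3 SD, cut at about 130% in these data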;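 also: 0% = background luminescence of wells with medium and substrate only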
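System – human U3A cells carrying STAT3-luciferase construct · Probe or stimulus – Interleukin-6, 33 ng/mL · Schedule – compound 1 h, then IL-6 6 h at 37 °C · Signal – luminescence from STAT3-driven luciferase reporter · Evaluation – percent of IL-6-only median luminescence · Benchmarks – IL-6-only high control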
STAT1 inh = inhibitors of IFN-gamma induced STAT1 signaling | NIH 3T3 STAT1-luciferase reporter, luminescence | inhibition, % at 5.5 µM | hit rate 0.35% among 200,000;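 active = inhibition above a set limit, the mean inhibition across all tested compounds plus 3 SD, cut at about 34% in these data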;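 also: 0% = IFN-gamma with DMSO and 100% = IFN-gamma with 300 µM nifuroxazide; values of inactives mirror those of a sister screen read the other way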
FLuc inh counter = Photinus pyralis luciferase inhibition counter-screen; ATPLite firefly luciferase biochemical luminescence, 10 min; inhibition, % at 10 µM; hit rate 1.5% among 200,000; AID 1006;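 active = inhibition above about 50% when tested at 10 µM, limit read from the data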
Target sequence (P08659 whole entry, looked up): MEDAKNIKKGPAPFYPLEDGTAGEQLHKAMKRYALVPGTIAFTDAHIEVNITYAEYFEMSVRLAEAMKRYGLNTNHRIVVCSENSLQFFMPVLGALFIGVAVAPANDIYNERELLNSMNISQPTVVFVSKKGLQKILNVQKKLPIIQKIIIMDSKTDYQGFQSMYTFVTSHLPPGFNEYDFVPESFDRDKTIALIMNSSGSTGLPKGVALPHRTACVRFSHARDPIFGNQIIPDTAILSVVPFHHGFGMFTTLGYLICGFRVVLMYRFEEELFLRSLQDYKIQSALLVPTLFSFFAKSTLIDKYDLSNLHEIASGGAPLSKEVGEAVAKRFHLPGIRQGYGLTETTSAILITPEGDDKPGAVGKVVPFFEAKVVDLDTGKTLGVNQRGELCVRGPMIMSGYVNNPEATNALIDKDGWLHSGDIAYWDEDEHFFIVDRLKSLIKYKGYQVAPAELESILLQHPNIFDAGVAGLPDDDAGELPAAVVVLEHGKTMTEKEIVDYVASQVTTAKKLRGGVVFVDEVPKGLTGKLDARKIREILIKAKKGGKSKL
APP 5'UTR act = activates APP 5'UTR luciferase reporter; SH-SY5Y APP 5'UTR luciferase reporter, luminescence; zero percent = DMSO vehicle wells; activation, % at 2 µM; hit rate 1% among 190,000; AID 1276;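 active = activation above a set limit, based on mean plus 3 SD of controls, cut at about 140% in these data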; also: values of inactives mirror those of a sister screen read the other way
RAM inhibit = blocks the yeast RAM network | S. cerevisiae dse1pr::URA3 reporter, 5-FOA growth OD615, 2 d; analog-sensitive cbk1-as2 kinase mutant strain | inhibition, % at 50 µM | hit rate 1.8% among 190,000;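 active = inhibition above a set limit, 3 SD over mean compound inhibition, cut at about 8.4% in these data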;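 also: 0% = DMSO-only wells with no growth and 100% = 10 µM 1-NA-PP1 full growth; inhibition rescues growth on 5-FOA so higher OD means more RAM inhibition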
Active calls of the source: *; · = no result given. No enrichment for hits. About 7.7% of those tested had a hit in this group.

SMILES	APP transl inh	NF-kB neuron act	STAT1 act	Hsp70 act	STAT3 blocker	STAT3 act	STAT1 inh	FLuc inh counter	APP 5'UTR act	RAM inhibit
CSc1nc2ccc(NC(=O)c3ccc(Cl)s3)cc2s1	-138	1.5	186*	0.0	·	·	-96	6	138*	6.8
CCC(C)NC(=O)CSc1nc2ccccc2c(=O)n1Cc1ccc(OC)cc1 (configuration not stated)	40	0.93	101	0.0	16	92	-1	-6	-40	6.0
Cc1ccn2c(=O)cc(C)nc2c1	4	1.4	94	-0.1	4	100	6	1	-4	3.2
COc1ccc(CC(=O)OCCN(C)C)cc1	4	1.2	101	-0.2	3	97	-1	0	-4	-0.5
COc1ccc(/C=C/c2ccncc2)c2ccccc12	-15	1	86	-0.4	1	98	15	-4	15	2.5
Cc1ccc2c(C)[nH]c(=O)cc2c1	-8	1	99	1.9	3	99	1	-2	8	2.2
Cc1[nH]c(=O)[nH]c1CN1CCCCC1	-3	1.1	98	0.1	8	98	3	-9	3	1.7
CCOC(=O)C1(CCc2ccccc2)CCN(C(=O)CCn2cnnn2)CC1	-9	2	119	-0.4	0	104	-23	-6	9	-0.1
C/C(=N/OC(=O)c1c(F)cccc1F)c1nccs1	0	0.98	96	-0.1	15	96	5	81*	0	0.5
COc1ccc(/C=C(\NC(=O)c2ccccc2)C(=O)NCCC(=O)O)cc1	5	1.3	92	-0.3	0	102	9	-7	-5	3.0
N#Cc1ccc(-c2ccco2)nc1SCC(=O)c1ccc(Cl)cc1	-7	1.2	103	0.2	15	94	-4	-4	7	3.2
Cc1ccc(-n2c(=O)cc(N3CCC(C)CC3)[nH]c2=O)cc1	11	1.1	92	-0.2	5	98	9	-6	-11	3.1
Cc1ccc(C)c(NC(=O)C(c2ccccc2)N2CCOCC2)c1 (configuration not stated)	8	1.1	99	-0.2	-3	106	-1	-8	-8	-1.1
C=CCNc1c2c(nc3ncnn13)CC(C)CC2 (configuration not stated)	-37	1.1	102	-0.3	-3	106	-3	-2	37	4.2
COc1ccc(C(=O)N(CC2CCCO2)C(C(=O)NC2CCCC2)c2ccc(C)cc2)cc1OC (configuration not stated)	-22	1.1	100	-0.2	13	94	0	0	23	0.5
NC(=O)NCc1ccc(Cl)cc1	-4	1.1	102	-0.2	4	102	-2	-5	4	0.3
FC(F)(F)Oc1ccc(NC(=S)NCc2ccccc2)cc1	-15	0.95	101	-0.2	7	93	-1	-2	15	-0.1
COCCNc1ncnc2nc[nH]c12	-7	1.1	104	-0.3	5	100	-4	-3	7	1.2
C=CCn1c(SCc2ccc(OC)cc2)nnc1-c1cccnc1	-2	1.4	106	-0.1	8	95	-6	-8	2	1.7
CSc1nc(C)cc(OCCO)n1	·	1	91	-0.4	-4	103	8	4	·	-0.3
COc1ccccc1NC(=O)N(CCN1CCCC1)Cc1cc2cc(C)ccc2[nH]c1=O	-10	·	93	-0.1	7	96	3	·	10	·
Brc1cccc(Cn2c(-c3cncs3)nc3ccccc32)c1	-24	1.5	102	-0.1	0	104	-2	0	24	3.3
O=C(C1CCCN(CCCc2ccccc2)C1)N1CCCCCC1 (configuration not stated)	1	0.8	100	-0.3	-5	107	-1	-3	-1	2.6
O=C(Nc1ccc(Br)cc1)c1ccc(N2C(=O)C3CC=C(Cl)CC3C2=O)cc1 (configuration not stated)	11	1.1	101	-0.3	47*	64	-1	-3	-11	0.3
COC(=O)CN(c1ccccc1F)S(=O)(=O)c1ccccc1	-8	1.5	100	-0.2	4	100	1	-2	8	1.9
Cc1ccc(-n2ncc(C#N)c2/N=C/N2CCOCC2)cc1	-10	0.93	96	-0.2	-7	108	4	-2	10	0.3
Cc1ccc(C2CC(=O)N3CN(c4ccc(Br)cc4)CSC3=C2C#N)o1 (configuration not stated)	11	1.3	85	-0.4	-3	103	12	-1	-11	0.1
CCC(=O)C1=C(O)C(c2cccc(Oc3ccccc3)c2)CCC1=O (configuration not stated)	-16	0.93	95	-0.4	10	97	4	0	16	0.4
COCCN(C(=S)Nc1ccc(OC)cc1)C1CCN(C(C)C)CC1	-1	1.2	99	0.1	-1	104	1	4	1	1.7
CC1=C(C(N)=O)C(c2ccccc2F)NC(=O)N1 (configuration not stated)	0	1.2	101	-0.4	2	103	-1	2	0	1.3
COCCN(C(=O)Cn1nnc2ccccc21)C(C(=O)NC1CCCC1)c1cc(OC)ccc1OC (configuration not stated)	7	1.2	95	-0.3	-1	103	6	-1	-7	0.3
Cc1ccccc1Nc1nc(Cl)c(C=O)s1	29	1.8	97	-0.2	6	97	3	3	-29	1.1
CCOc1ccc2[nH]c(=O)c(CN(Cc3ccc(F)cc3)C(=O)N3CCCC3)cc2c1	-14	1.1	82	0.5	4	101	20	-4	13	1.8
CCc1ccc2c(Cl)c(C(=O)N/N=C/c3c[nH]c4ccccc34)sc2c1	-2	1.2	107	-0.4	26	82	-8	1	2	4.2
CC(=O)Nc1ccccc1-c1nc2ccccc2nc1OCC(=O)c1ccc2ccccc2c1	-14	0.85	101	-0.5	6	101	-1	-7	14	5.9
c1coc(CNC2C3CC4CC(C3)CC2C4)c1 (configuration not stated)	1	1.3	103	-0.5	5	100	-3	-2	-1	-0.6
CC1CC(C)CN(CCOCCSc2ccc(Cl)cc2)C1 (configuration not stated)	4	1.4	98	-0.2	3	103	0	-1	-4	-0.4
CSc1ccccc1NC(=O)CN(C)C(=O)c1cccc(S(=O)(=O)N(C)C)c1	-20	0.85	94	-0.2	-7	107	6	-9	20	2.6
O=C(NC1CC1)C1CCN(c2ccc(S(=O)(=O)N3CCOCC3)cc2)CC1	5	0.98	97	-0.2	11	95	3	-4	-5	-0.1
O=C(Nc1ccc(S(=O)(=O)N2CCCCC2)cc1)c1ccncc1	12	0.93	90	-0.4	25	80	11	-3	-12	-0.2
COc1ccc(NS(=O)(=O)c2cccc(Cl)c2Cl)cc1S(=O)(=O)N1CCCCC1	-22	0.88	95	-0.3	0	99	5	-1	22	5.1
CCCCSc1nnc(CCC)n1N	-2	1.1	101	-0.4	4	100	-1	-6	2	0.4
CC(C)CN1C(=O)NC(NC(=O)c2ccco2)(C(F)(F)F)C1=O (configuration not stated)	5	1.2	100	0.0	8	97	-1	-2	-5	0.1
O=C(Nc1ccc(N2CCCC2)cc1)c1ccc2ccccc2c1	-134	1.6	119	0.4	21	84	-21	14	134	0.4
O=C(N/N=C\c1ccc(-c2ccccc2[N+](=O)[O-])o1)C1COc2cc3ccccc3cc2O1 (configuration not stated)	-12	0.82	88	-0.3	-1	110	13	-6	12	5.3
O=C(CN1CCN(Cc2ccccc2)CC1)N=Nc1c(O)[nH]c2ccccc12	9	0.87	99	-0.2	2	100	1	-4	-9	1.0
CCOC(=O)CSC1=C(C#N)C(c2ccccc2F)C(C(C)=O)=C(C)N1 (configuration not stated)	5	1.1	92	-0.2	13	91	9	-2	-5	3.7
CCOC(=O)/C=C/C(=O)Nc1ccc(S(=O)(=O)N(C)c2ccccc2)cc1	-15	0.84	102	-0.3	-15	114	-3	-5	15	3.6
Cc1cc(C(F)(F)F)nc(NCc2ccc(F)cc2)n1	-5	1.1	102	-0.2	-10	111	-2	-7	5	-0.1
COC(=O)CN1C(=S)N(c2ccc(Cl)cc2)C(=O)C1CC(=O)Nc1ccc(F)cc1 (configuration not stated)	2	1	100	0.1	0	103	0	-4	-2	-0.1
O=S(=O)(Nc1ccccc1O)c1cccc2cccnc12	8	0.9	93	-0.1	9	97	6	-5	-9	0.8
CCOC(=O)N1CCN(C(=O)/C=C/c2cccc([N+](=O)[O-])c2)CC1	-19	1.1	94	-0.1	7	100	6	-6	19	-0.8
COc1ccc(-n2ccnc2)cc1	4	1.1	100	0.0	10	91	0	-3	-4	1.6
NNC(=O)CC12CC3CC(C1)CC(n1ncnn1)(C3)C2	8	0.94	107	-0.1	-1	103	-8	-2	-8	0.2
Oc1ccc(/C=N/N=C(c2ccccc2)c2ccccc2)c(O)c1O	49*	1	99	-0.1	-14	107	2	37	-49	-0.5
O=C(O)CCCc1ccccc1	4	1.2	92	-0.1	0	102	8	-6	-4	1.5
CN(C)CCOCCSc1ccc(Cl)cc1	1	0.98	96	-0.3	8	99	4	-4	-1	-1.2
COc1ccc(S(=O)(=O)NCC2CCCN(C(=O)CC3CCCC3)C2)cc1 (configuration not stated)	-14	0.97	98	-0.2	8	98	1	-3	14	2.1
O=C(CC1NCCNC1=O)Nc1ccc(Oc2ccccc2)cc1 (configuration not stated)	-22	1.4	93	0.3	8	97	8	0	22	1.4
Clc1ccc(-n2nnnc2-c2cnc(-c3ccccn3)nc2-c2cccs2)cc1	9	0.8	103	-0.1	9	94	-3	-2	-9	-0.6

A different layout for part of the listing above:
smiles: O=S(=O)(Nc1ccccc1O)c1cccc2cccnc12
  APP transl inh: 8
  NF-kB neuron act: 0.9
  STAT1 act: 93
  Hsp70 act: -0.1
  STAT3 blocker: 9
  STAT3 act: 97
  STAT1 inh: 6
  FLuc inh counter: -5
  APP 5'UTR act: -9
  RAM inhibit: 0.8

smiles: CCOC(=O)N1CCN(C(=O)/C=C/c2cccc([N+](=O)[O-])c2)CC1
  APP transl inh: -19
  NF-kB neuron act: 1.1
  STAT1 act: 94
  Hsp70 act: -0.1
  STAT3 blocker: 7
  STAT3 act: 100
  STAT1 inh: 6
  FLuc inh counter: -6
  APP 5'UTR act: 19
  RAM inhibit: -0.8

smiles: COc1ccc(-n2ccnc2)cc1
  APP transl inh: 4
  NF-kB neuron act: 1.1
  STAT1 act: 100
  Hsp70 act: 0.0
  STAT3 blocker: 10
  STAT3 act: 91
  STAT1 inh: 0
  FLuc inh counter: -3
  APP 5'UTR act: -4
  RAM inhibit: 1.6

The list continues.
SMILES	APP transl inh	NF-kB neuron act	STAT1 act	Hsp70 act	STAT3 blocker	STAT3 act	STAT1 inh	FLuc inh counter	APP 5'UTR act	RAM inhibit
COc1ccc(OC)c(NC(=O)C2CCCN2C(=O)OCc2ccccc2)c1 (configuration not stated)	-19	1	106	-0.3	3	103	-7	-5	19	0.9
O=C(COC(=O)c1ccc2c(c1)OCCO2)NCc1ccccc1	-10	0.89	101	-0.5	6	98	-1	-7	10	2.8
COc1ccc(S(=O)(=O)N(CCc2ccccc2)CC(=O)O)cc1	12	0.94	94	-0.1	8	98	7	-2	-12	0.3
O=C1C=CCC(/C=C/c2ccccc2)O1 (configuration not stated)	31	0.53	114	0.6	-30	123	-16	-2	-31	-0.1
COc1ccc(C(c2sc3nc(C)nn3c2O)N2CCc3ccccc3C2)cc1 (configuration not stated)	-6	1.1	98	-0.1	-6	104	0	2	5	0.5
Cn1c(=O)c2c3c(sc2n2c(SCC(N)=O)nnc12)CC(C(C)(C)C)CC3 (configuration not stated)	-1	0.6	108	-0.1	7	97	-8	-8	1	2.1
Oc1ccc2ccccc2c1/C=N/c1nccs1	-28	1.1	101	-0.1	-8	106	-1	3	28	0.6
C=CCn1c(Sc2nnc(C)s2)nc2c1c(=O)[nH]c(=O)n2C	-15	1.1	95	-0.4	-2	103	5	-4	15	2.0
CC(=O)Nc1ccc(NC(=O)/C(=C/c2ccco2)NC(=O)c2ccccc2)cc1	-12	·	109	-0.1	10	97	-10	-4	12	1.0
COc1ccccc1OCCCc1c(C)n[nH]c1C	7	0.63	97	-0.2	5	103	3	-4	-7	-0.9
